Screens deposited in PubChem BioAssay by National Center for Advancing Translational Sciences (NCATS).
BLM helicase inh = blocks DNA unwinding by human BLM helicase | P54132 | recombinant BLM DNA unwinding, fluorescence dequenching | Potency, µM (series often up to 56.1 µM), without a hit: top-dose activity change, negative = inhibition, actives largely listed as inhibitors | 350,000 compounds, 0.2% hits | AID 2528;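 further: plate controls were vehicle for no effect and no enzyme for full effect; nearly all actives have a fitted effect of over 35% in size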
Pin1 inhibitor = blocks the human prolyl isomerase Pin1. Potency, µM (series often up to 115 µM), for inactives: at the top dose activity, negative = inhibition, hits mostly inhibitors. 390,000 compounds, 0.009% hits. Pin1 FP peptide displacement, HiFluor488, 10 min. Q13526; active means well fitted inhibition curve with a large enough effect in the polarisation, with a control signal flat, not every such curve was filed as active; inconclusive means small, poorly fitted or top-dose-only effect, or effect the other way, or a change in a side signal; inactive means no such curve, though single readings can be large or run the other way; the % refers to the polarisation; further: on the % scale 0 is the no-effect control and ±100 the full control effect
HP1b chromo inh = inhibitors of HP1-beta chromodomain binding to methylated histone tails. 390,000 compounds, 0.56% hits. AID 540317. Potency, µM (doses to about 114 µM), for the others: at the highest dose activity change, negative = inhibition, most hits filed as inhibitors. AlphaScreen HP1-beta / biotin-H3K9me3 peptide binding; further: nearly all actives have a fitted effect of over 70% in size; inactives centre near 23
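Compound inhibition of the preformed complex between 50 nM HP1-beta and 50 nM biotinylated H3K9me3 peptide was read by AlphaScreen. Buffer was PBS pH 7.4 with 0.01% Tween-20. Incubations ran 30 min at room temperature, with 10 ug/mL donor/acceptor beads.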
Pol iota inh = blocks human DNA polymerase iota activity; Pol iota fluorescent replication assay, 10 min; AID 588590; Potency, µM (series often up to 115 µM), for inactives: at the top dose activity, negative = inhibition, hits mostly inhibitors; Q9UNA4; 390,000 compounds, 1% hits
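Pol iota at 10 nM preincubated 15 min with compounds at room temperature; reaction started with fluorescent substrate, 50 nM final. Fluorescence read kinetically at 0 and 10 min; buffer-only wells as negative control.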
BAZ2B inh = inhibitors of human BAZ2B bromodomain | Potency, µM (doses to about 114 µM), inactives show at the highest dose activity change, negative = inhibition, actives largely listed as inhibitors | AID 504333 | Q9UIF8 | AlphaScreen BAZ2B-H3K14Ac peptide displacement | 360,000 compounds, 4.4% hits; further: on the % scale 0 is the no-effect control and ±100 the full control effect; nearly all actives have a fitted effect of over 60% in size
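BAZ2B 50 nM plus b-H3(5-23)K14Ac 50 nM, PBS pH 7.4/0.01% Tween-20, 30 min RT; compound added (max 110 uM), 30 min RT; streptavidin donor/Ni-chelate acceptor beads 10 ug/mL final, 20 min dark; AlphaScreen read.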
G9a inh = G9a (human) methyltransferase inhibition; Potency, µM (top dose mostly 102 µM), for the others: at the top dose activity, negative = inhibition, hits mostly inhibitors; 350,000 compounds, 8.8% hits; Q96KQ7; G9a H3K9 monomethylation, AlphaScreen, 2 h; further: on the % scale 0 is the no-effect control and ±100 the full control effect; nearly all actives have a fitted effect of over 75% in size
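Step 1: enzyme (final 20 nM) with compound, 15 min RT. Step 2: substrate peptide 500 nM and SAM 20 uM, 2 h RT. Step 3: anti-H3K9me1 antibody and AlphaScreen beads, 10 min, then plate read.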
JMJD2A Tudor = inhibitors of human JMJD2A Tudor domain; AlphaScreen JMJD2A-Tudor / H3K4me3 peptide binding; AID 504339; O75164; Potency, µM (top dose mostly 114 µM), without a hit: at the highest dose activity change, negative = inhibition, hits mostly inhibitors; 390,000 compounds, 4.4% hits; further: on the % scale 0 is the no-effect control and ±100 the full control effect; nearly all actives have a fitted effect of over 50% in size
Target sequence (O75164 whole entry, looked up, the tested form may be a part): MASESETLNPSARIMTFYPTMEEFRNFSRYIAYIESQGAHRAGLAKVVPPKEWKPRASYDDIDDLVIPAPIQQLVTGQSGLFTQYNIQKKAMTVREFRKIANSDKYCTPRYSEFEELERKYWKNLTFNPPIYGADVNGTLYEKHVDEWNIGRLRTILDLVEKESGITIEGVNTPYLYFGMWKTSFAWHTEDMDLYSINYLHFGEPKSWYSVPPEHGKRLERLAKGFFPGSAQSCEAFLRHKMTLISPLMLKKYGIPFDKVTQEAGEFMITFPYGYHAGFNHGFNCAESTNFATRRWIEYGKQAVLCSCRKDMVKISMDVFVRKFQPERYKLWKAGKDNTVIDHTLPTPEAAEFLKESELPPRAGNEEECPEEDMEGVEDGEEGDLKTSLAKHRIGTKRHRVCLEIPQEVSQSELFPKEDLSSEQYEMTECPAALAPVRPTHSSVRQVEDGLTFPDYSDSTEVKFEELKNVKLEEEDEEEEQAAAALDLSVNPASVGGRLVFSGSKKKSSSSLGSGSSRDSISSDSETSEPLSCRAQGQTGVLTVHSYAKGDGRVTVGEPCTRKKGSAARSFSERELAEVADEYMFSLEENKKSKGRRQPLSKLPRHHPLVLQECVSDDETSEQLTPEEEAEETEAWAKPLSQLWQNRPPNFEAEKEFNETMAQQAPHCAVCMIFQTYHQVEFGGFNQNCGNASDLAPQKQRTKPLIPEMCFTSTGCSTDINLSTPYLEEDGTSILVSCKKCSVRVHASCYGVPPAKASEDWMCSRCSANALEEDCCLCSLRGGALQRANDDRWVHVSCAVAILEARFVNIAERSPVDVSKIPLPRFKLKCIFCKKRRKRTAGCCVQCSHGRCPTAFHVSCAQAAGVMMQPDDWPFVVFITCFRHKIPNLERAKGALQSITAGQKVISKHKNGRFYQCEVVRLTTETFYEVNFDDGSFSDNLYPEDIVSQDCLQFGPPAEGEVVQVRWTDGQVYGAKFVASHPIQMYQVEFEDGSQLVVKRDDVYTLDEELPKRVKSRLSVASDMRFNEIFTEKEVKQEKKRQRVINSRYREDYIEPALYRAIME
Tb PGK inh = blocks T. brucei phosphoglycerate kinase; P07378; PGK/GAPDH coupled, Kinase-Glo luminescence, 60 min; Potency, µM (top dose mostly 57.5 µM), inactives show at the top dose activity change, negative = inhibition, usual class: inhibitors; 380,000 compounds, 0.043% hits; further: on the % scale 0 is the no-effect control and ±100 the full control effect; nearly all actives have a fitted effect of over 60% in size
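Luminescent ATP detection (Kinase-Glo Plus) follows a 60-minute room-temperature incubation, with wells lacking PGK as controls. Buffer: 100 mM TEA (pH 7.6), 5 mM MgCl2, 0.01% Tween-20. Coupling enzyme GAPDH (100 nM final) supplies unstable 1,3-BPG in-well.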
GLS inhibitor = blocks human kidney-isoform glutaminase activity | GLS enzymatic activity, qHTS titration | AID 624170 | 410,000 compounds, 0.21% hits | O94925 | Potency, µM (top dose mostly 45.5 µM), without a hit: at the top dose activity change, negative = inhibition, usual class: inhibitors; further: on the % scale 0 is the no-effect control and ±100 the full control effect
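Compounds were pin-transferred onto hKGA, after which L-glutamine (1 mM solution) and a detection mix of glutamate oxidase, HRP and Amplex Red were added. Initial and 30 min RT fluorescence reads were collected.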
* hit, by the source's call; i = inactive; u = inconclusive; x = not tested or not shown; & = joins results of further samples; [ ] = another dose, or the depositor's remark. Unless noted, the call rests on the fitted dose curve; in most records, active means well fitted curve in the direction sought with a large enough effect; inconclusive means small, poorly fitted or top-dose-only effect, or another doubt; inactive means no such curve, though single readings can be large; an effect the other way counts as inactive or inconclusive. Potency means the concentration at half of the fitted maximal effect. Some of the compounds tested; count on the stated rates, not on these rows.

mol,BLM helicase inh,Pin1 inhibitor,HP1b chromo inh,Pol iota inh,BAZ2B inh,G9a inh,JMJD2A Tudor,Tb PGK inh,GLS inhibitor
O=C(C1=C[C@@H](c2csc3ccccc23)C[C@@H](OCc2ccc(CO)cc2)O1)N1CCN(Cc2ccc3c(c2)OCO3)CC1,-7%,49%[activator],7%,28%,-33%,x,-29%,-9%,2%
CCOc1ccc(NCCC(O)c2ccc(F)cc2)cc1 (configuration not stated),-5%,-8%,u,172%[activator],50µM*,-33%[2.33 µM],u,-4%,u
COc1ccc(NC(=O)C(NC(=O)CC2NC(=O)NC2=O)c2ccccc2)cc1 (configuration not stated),1%,-5%,11%,171%[activator],8%,18%,-3%,-5%,5%
CCOCCCNC(=S)N(CCO)Cc1cc2cc3c(cc2[nH]c1=O)OCCO3,1%,4%,24%,15%,-30%,-18%[0.501 µM],-11%,-1%,0%
CCOC(=O)c1cnn(-c2ccccc2)c1-n1cccc1C(=O)C(=O)Nc1ccccc1,-11%,1%,22%,-10%,-33%,-15%[59 µM],-27%,-5%,-6%
CN(C)S(=O)(=O)c1ccc(C(=O)Nc2ccccc2F)cc1,0%,-9%,30%[activator],6%[58.9 µM],-2%,36%[59 µM],-4%,0%,-8%
CC1(C)Cc2c(sc3nc(SCC(=O)O)[nH]c(=O)c23)CO1,-1%,-2%,19%,12%,2%,10%[59 µM],-23%,i,2%
CC1CCCCN1CCCNC(=O)c1c(O)nc2ccccn2c1=O (configuration not stated),4%,-4%,20%,36%[activator],-17%,u,-11%,i,-3%
COc1ccccc1C=NC(CO)C(O)c1ccc([N+](=O)[O-])cc1 (configuration not stated),-1%,-6%,30%,9%,-18%,x,-12%,-8%,-2%
O=C1CCc2cc(NS(=O)(=O)c3ccccc3)cc3c2N1CC3,x,-4%,23%,18%,8%,4%[2.33 µM],-13%,1%,19%

The list continues.
mol,BLM helicase inh,Pin1 inhibitor,HP1b chromo inh,Pol iota inh,BAZ2B inh,G9a inh,JMJD2A Tudor,Tb PGK inh,GLS inhibitor
Nc1cc(S(=O)(=O)Nc2ccccc2Cl)ccc1N1CCOCC1,1%,-2%,34%,7%,4%,u,-6%,6%,21%
Cc1ccccc1CN(C)C(=O)CNC(=O)c1ccc2ccccc2c1,-2%,-1%,21%,162%[activator],2%,-5%[2.33 µM],-4%,1%,-43%
CC1CCCCC1NC(=O)Cn1cccc1C(=O)c1ccccc1 (configuration not stated),0%,-1%,-5%,9%,-21%,-7%,-11%,-9%,-12%
CCCN(CCC)C(=O)c1cc2c(=O)n3cccc(C)c3nc2s1,0%&3%,-1%&0%,104%&81%[activator],19%&8%,26%&93%,54%[activator],32%&39%,-1%&2%,-1%&4%
O=c1c2ccccc2c(C=Nc2cccc(O)c2)c(O)n1-c1ccc2c(c1)OCO2,-16%,17%,12%,u,u,7%[59 µM],-31%,-14%,-10%
Cc1cc(C)cc(NC(=O)CN2C(=O)c3ccccc3C2=O)c1,-2%,-6%,36%,126%[activator],5%,30%,-4%,-8%,21%
CCOC(=O)C1CCN(Cc2c(C(=O)N3CCOCC3)nc3c(C)cccn23)CC1,-2%,2%,47%[activator],4%,-4%,10%,-3%,i,-4%
COC(=O)C1=C(O)/C(=C\c2ccc(OCC(=O)Nc3ccccc3)cc2)N=C1C,-5%,-1%,24%,-13%,-8%,x,0%,i,-3%
COc1ccccc1Nc1ncc(C(C)=O)c(C)n1,-1%,-3%,35%,12%,4%,21%,4%,-1%,10%
O=C(NNC(=O)c1ccc(-n2cncn2)c([N+](=O)[O-])c1)c1ccccc1,x,0%,21%,23%,0%,15%[12.7 µM],-14%,-2%,17%

Structures shown so far with fluorine, in the order listed:
mol,BLM helicase inh,Pin1 inhibitor,HP1b chromo inh,Pol iota inh,BAZ2B inh,G9a inh,JMJD2A Tudor,Tb PGK inh,GLS inhibitor
CCOc1ccc(NCCC(O)c2ccc(F)cc2)cc1 (configuration not stated),-5%,-8%,u,172%[activator],50µM*,-33%[2.33 µM],u,-4%,u
CN(C)S(=O)(=O)c1ccc(C(=O)Nc2ccccc2F)cc1,0%,-9%,30%[activator],6%[58.9 µM],-2%,36%[59 µM],-4%,0%,-8%

Continued:
mol,BLM helicase inh,Pin1 inhibitor,HP1b chromo inh,Pol iota inh,BAZ2B inh,G9a inh,JMJD2A Tudor,Tb PGK inh,GLS inhibitor
Cc1cc(C)n(CCC(=O)N2CCCC(N3CCN(c4cccc(Cl)c4)CC3)C2)n1 (configuration not stated),-1%,2%,2%,14%,-14%,91%[activator],-13%,-1%,8%
c1cnc(NC2C3CC4CC(C3)CC2C4)nc1 (configuration not stated),2%,5%,16%,1%,-1%,u,0%,4%,-3%
CCCNC(=O)c1ccc(-n2c(-c3ccccc3)cc3c2CCC(C)C3)cc1 (configuration not stated),-13%,6%,22%,20%,-7%,-4%[59 µM],-29%,-5%,-8%
CC(Oc1ccccc1Cl)C(=O)Nc1ccccc1C(=O)N1CCOCC1 (configuration not stated),-3%,-4%,21%,39%[activator],-13%,-11%,-1%,1%,1%
Cc1ccc(NC(=O)c2ccc([N+](=O)[O-])o2)cc1S(=O)(=O)N1CCOCC1,-2%,4%,-14%,-21%,-27%,-1%,-36%,-7%,-3%
COc1cc(/C=C2\N=C(C)OC2=O)cc(Cl)c1OC(C)=O,0%,10%,11%,10%,1%,40µM*,-1%,4%,32%[activator]
COc1cccc(N(CC(=O)Nc2ccccc2C(=O)N2CCCC2)S(C)(=O)=O)c1,1%,-4%,44%[activator],161%[activator],-1%,-12%,-6%,4%,-5%
O=C(NCc1ccccc1)/C(=C/c1ccc([N+](=O)[O-])cc1)NC(=O)c1ccco1,-1%,-3%,-20%,123%[activator],-3%,-3%,-18%,-4%,-7%
CC(=O)Nc1ccccc1/C=C/c1ccc2c(C)ccc(O)c2n1,1%,-2%,32%,6%,0%,10%[59 µM],-6%,-7%,5%
O=C(c1cccs1)N1CCc2ccccc2C1,-9%,-3%,31%,80%[activator],u,x,5%,0%,0%

Additional results follow.
mol,BLM helicase inh,Pin1 inhibitor,HP1b chromo inh,Pol iota inh,BAZ2B inh,G9a inh,JMJD2A Tudor,Tb PGK inh,GLS inhibitor
Cc1c(Cl)cccc1NC(=O)c1ccc2nc(C(C)C)oc2c1,-1%,-5%,31%[57 µM],22%,3%,-4%[59 µM],3%,i,9%
COc1ccc2nc(-c3ccco3)c(-c3ccco3)nc2c1,13µM*,x,-19%,u,50µM*,u,u,-16%,6%
NS(=O)(=O)c1ccc(Nc2ccccc2)c([N+](=O)[O-])c1,-5%,-10%,1%,-51%,u,u,-26%,-12%,-2%
CC(C)Oc1ccc(CNS(=O)(=O)c2csc(C(N)=O)c2)cc1,-2%&1%,1%&-13%,37%&24%[activator],-29%&14%,-12%&1%,16%,-5%&-3%,9%,5%&-5%
O=C1OCCC1=Cc1ccccc1,x,-2%,28%,-6%,x,x,-2%,-2%,-3%
O=C(NCCNc1ccc([N+](=O)[O-])cc1Cl)c1ccccc1F,-7%,3%,22%,39%[activator],15%,x,-26%,-1%,-5%
CCOC(=O)CNC(=O)C1Cc2ccccc2CN1S(=O)(=O)c1cccs1 (configuration not stated),-2%,-4%,1%,31%[activator],-3%,-4%,-14%,-4%,2%
COc1ccccc1CNC(=O)C1CCCN(S(=O)(=O)c2ccc3c(c2)C(C)(C)C(=O)N3C)C1 (configuration not stated),-4%,-9%,40%[activator],42%[activator],-8%,15%,-20%,i,-3%
COCCOC(=O)C1=C(C)N=C2SCCC(=O)N2C1/C=C/c1ccccc1 (configuration not stated),-6%,13%,-24%,-14%,3%,-3%,-18%[11.4 µM],-3%,-2%
COc1ccccc1C(=O)NCCC(=O)N1CCN(c2cccc(C(F)(F)F)c2)CC1,x,-8%,23%,-8%,-10%,-7%[0.501 µM],-17%,-3%,0%

(more compounds)
mol,BLM helicase inh,Pin1 inhibitor,HP1b chromo inh,Pol iota inh,BAZ2B inh,G9a inh,JMJD2A Tudor,Tb PGK inh,GLS inhibitor
Cc1csc2nc(COC(=O)c3ccc(NC(=O)C(C)Oc4ccccc4)cc3)cc(=O)n12 (configuration not stated),-3%,17%,51%[activator],-14%,-3%,33%[activator][59 µM],u,-3%,-6%
Cc1cc(C)cc(C(=O)NC(CC(N)=O)c2ccc(N3CCN(c4ccccn4)CC3)c([N+](=O)[O-])c2)c1 (configuration not stated),2%,-4%,49%[activator],-3%,-2%,79µM*,-12%,0%,-7%
COc1ccc(NC(=O)CSCC(=O)Nc2nnc(CC(C)C)s2)cc1,x,2%,-15%,u,2%,-18%,u,-9%,u
Cc1ccc(-n2nnnc2SCC(=O)NC2CCS(=O)(=O)C2)c(C)c1 (configuration not stated),x,-8%,11%,2%,-3%,u,-17%,11%,-2%
CCC(C)n1c(=N)c(C(=O)NCc2ccccc2)cc2c(=O)n3cc(C)ccc3nc21 (configuration not stated),0%,1%,45%[activator],22%,0%,7%[59 µM],-2%,-7%,-12%
CCc1nnc2n1N=C(c1ccccc1)CS2,-3%,-3%,31%,25%,-29%,-76%,-1%,-7%,0%
CC(C)CN(C(=O)CCCOc1ccc(Cl)cc1Cl)c1c(N)n(Cc2ccccc2)c(=O)[nH]c1=O,x,15%,26%,8%,5%,14%[2.33 µM],1%,i,-4%
C/C(=N\NC(=O)c1cc(-c2ccncc2)nc2ccccc12)c1ccc(OC(F)F)cc1,2%,8%,40%[activator],35%[activator],x,8%,-2%,3%,-1%
CCC(C)NS(=O)(=O)c1ccc(OCC(=O)N2CCCCC2)cc1 (configuration not stated),-2%,-7%,45%[activator],-3%,8%,3%[12.7 µM],-10%,-6%,5%
Oc1ccc(C2Nc3cccc4cccc(c34)N2)cc1,-11%,-11%,u,-20%,u,25µM*,45µM*,-11%,17%
COc1ccc(-n2c(=O)c3c(c4cc(OC)ccc4n3C)n(CC(=O)NCC3CCCO3)c2=O)cc1 (configuration not stated),-3%,-1%,6%,-21%,-4%,-5%[59 µM],-15%,-7%,2%
N=c1c2c(-c3ccccc3)c(-c3ccccc3)n(Cc3ccco3)c2ncn1CCO,-13%,2%,-2%,u,-9%,6%[59 µM],-5%[11.4 µM],-8%,-8%
